MBNL1 CUG block: qHTS Assay for Inhibitors of MBNL1-poly(CUG) RNA binding; Muscleblind-like protein 1 (Homo sapiens), Q9NR56; TR-FRET MBNL1-His/biotin-(CUG)12 binding, 665/545 ratio; Potency, µM (doses to about 57.5 µM), for inactives: at the top dose activity change, negative = inhibition, hits mostly inhibitors; 280,000 compounds, 0.036% hits; AID 2675, 2010; active = well fitted inhibition curve with a large enough effect in the signal ratio, with a control signal flat, not every such curve was filed as active; inconclusive = small, poorly fitted or top-dose-only effect, or effect the other way, or a change in a side signal; inactive = no such curve, though single readings can be large or run the other way; the % refers to the signal ratio; also: potency is read from the fitted curve at half-maximal effect; % is scaled to controls: 0 for no effect and ±100 for the full control effect
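Compound titration spanned 92 nM–58 uM against the MBNL1-His/biotin-(CUG)12 complex. After 60 min at room temperature with 5 nM streptavidin-XL665 and 0.055 ng/ul terbium anti-His, ratiometric 665/545 nm emission (Ex 340 nm) normalized to controls.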
a7 integrin act: qHTS for Activators of Integrin-Mediated Alleviation for Muscular Dystrophy. alpha7betagal myoblasts, beta-gal FDG fluorescence, 48 h. Potency, µM (top dose mostly 38.3 µM), for inactives: at the top dose activation, actives largely listed as activators. 350,000 compounds, 0.064% hits;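 also: potency is read from the fitted curve at half-maximal effect; 100% = response of the positive control SU9516; nearly all actives have a fitted effect of over 60% in size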
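Alpha7betagal+/- myoblasts (passage 13) were plated 16-24 hr, then exposed to compounds (1:260 dilution of DMSO stock) for 48 hours at 37C. After MPER lysis, β-galactosidase reporter activity was read as FDG fluorescence (ex 480/em 540) after 30 minutes.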
AT treatment: qHTS Assay for Identifying a Potential Treatment of Ataxia-Telangiectasia; Potency, µM (series often up to 57.5 µM), for the others: at the top dose activation, hits mostly activators; 320,000 compounds, 0.19% hits; […] A-T fibroblasts, KAP-1 phosphorylation AlphaLISA; neocarzinostatin DNA damage 30 min before lysis; AID 485349, 2010; also: potency is read from the fitted curve at half-maximal effect; % of control where 0% means no effect; nearly all actives have a fitted effect of over 45% in size
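hTERT-immortalized A-T patient fibroblasts ([…]), 500 cells/well in OPTI-MEM, 1% FBS, got compounds for 60 min, then NCS for 30 min at 37C. Lysates were then assayed for phospho-KAP-1 by AlphaLISA (anti-pKAP1 donor, anti-KAP1 acceptor beads), 6 hr at 25C.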
Menin MLL FP TR: qHTS Assay for Inhibitors Targeting the Menin-MLL Interaction in MLL Related Leukemias: Competition With Texas Red Labeled MLL-derived Mutant Peptide. O00255. Menin + Texas Red MLL mutant peptide, fluorescence polarization. Potency, µM (doses to about 61.6 µM), without a hit: at the top dose FP activity change, negative = inhibition, hits mostly inhibitors. 270,000 compounds, 0.23% hits. AID 1768, 2009; active = well fitted inhibition curve with a large enough effect in the polarisation, with a control signal flat, not every such curve was filed as active; inconclusive = small, poorly fitted or top-dose-only effect, or effect the other way, or a change in a side signal; inactive = no such curve, though single readings can be large or run the other way; the % refers to the polarisation; also: potency is read from the fitted curve at half-maximal effect; % of control where 0% means no effect; many of its hits are not listed in these tables
TSG101-PTAP inh: qHTS Assay for Iinhibitors of HIV-1 Budding by Blocking the Interaction of PTAP/TSG101. Tumor susceptibility gene 101 protein (Homo sapiens), Q99816. Fluorescence polarization, FITC-PTAP peptide / Tsg101 binding. Potency, µM (highest dose often 115 µM), without a hit: at the top dose activity change, negative = inhibition, most hits filed as inhibitors. 340,000 tested, under 10 active. AID 493005, 2010; active = well fitted inhibition curve with a large enough effect in the main read-out, with a control signal flat, not every such curve was filed as active; inconclusive = small, poorly fitted or top-dose-only effect, or effect the other way, or a change in a side signal; inactive = no such curve, though single readings can be large or run the other way; also: potency is read from the fitted curve at half-maximal effect; % of control where 0% means no effect
Target sequence (Q99816 whole entry, looked up): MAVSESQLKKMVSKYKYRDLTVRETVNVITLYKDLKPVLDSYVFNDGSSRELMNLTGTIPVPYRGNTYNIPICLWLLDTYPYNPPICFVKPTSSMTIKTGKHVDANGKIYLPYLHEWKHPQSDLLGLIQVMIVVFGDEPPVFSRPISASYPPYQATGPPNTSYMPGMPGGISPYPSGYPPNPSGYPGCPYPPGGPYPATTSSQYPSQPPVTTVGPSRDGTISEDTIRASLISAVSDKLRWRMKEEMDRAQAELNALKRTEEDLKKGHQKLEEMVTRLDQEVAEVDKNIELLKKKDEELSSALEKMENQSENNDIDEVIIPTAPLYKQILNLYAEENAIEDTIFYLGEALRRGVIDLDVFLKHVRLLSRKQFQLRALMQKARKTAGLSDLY
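Steps: Tsg101 binding domain dispensed (10 uM final), compounds pinned in DMSO, FITC-labeled PTAP-motif peptide added (50 nM final); after 20 min binding at room temperature, polarization measured.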
CXXC DNA block: qHTS Fluorescence Polarization Assay for Inhibitors of MLL CXXC domain - DNA interaction; 290,000 compounds, 0.037% hits; Histone-lysine N-methyltransferase 2A (Homo sapiens), Q03164; MLL-CXXC / FITC-HOXA9 DNA fluorescence polarization; Potency, µM (top dose mostly 115 µM), for inactives: top-dose activity change, negative = inhibition, hits mostly inhibitors; active = well fitted inhibition curve with a large enough effect in the polarisation, with a control signal flat, not every such curve was filed as active; inconclusive = small, poorly fitted or top-dose-only effect, or effect the other way, or a change in a side signal; inactive = no such curve, though single readings can be large or run the other way; the % refers to the polarisation; also: potency is read from the fitted curve at half-maximal effect
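Fluorescence polarization: 7 uM MLL-CXXC (stock) preincubated 5 min with compounds, then 50 nM fluorescein-HOX-A9 DNA (stock) added; 30 min ambient. Buffer 50 mM Tris-HCl pH 7.5, 50 mM NaCl, 1 mM DTT, 0.05% BSA.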
S-ASM inh: Inhibitors of Secretory Acid Sphingomyelinase (S-ASM): qHTS | Sphingomyelin phosphodiesterase (Homo sapiens), P17405 | placental ASM, HMU-PC fluorogenic substrate, 60 min | Potency, µM (series often up to 57.5 µM), for inactives: at the highest dose activity change, negative = inhibition, usual class: inhibitors | 340,000 compounds, 0.006% hits | AID 504937, 2011; also: potency is read from the fitted curve at half-maximal effect
Target sequence (P17405 47-631 limits assumed): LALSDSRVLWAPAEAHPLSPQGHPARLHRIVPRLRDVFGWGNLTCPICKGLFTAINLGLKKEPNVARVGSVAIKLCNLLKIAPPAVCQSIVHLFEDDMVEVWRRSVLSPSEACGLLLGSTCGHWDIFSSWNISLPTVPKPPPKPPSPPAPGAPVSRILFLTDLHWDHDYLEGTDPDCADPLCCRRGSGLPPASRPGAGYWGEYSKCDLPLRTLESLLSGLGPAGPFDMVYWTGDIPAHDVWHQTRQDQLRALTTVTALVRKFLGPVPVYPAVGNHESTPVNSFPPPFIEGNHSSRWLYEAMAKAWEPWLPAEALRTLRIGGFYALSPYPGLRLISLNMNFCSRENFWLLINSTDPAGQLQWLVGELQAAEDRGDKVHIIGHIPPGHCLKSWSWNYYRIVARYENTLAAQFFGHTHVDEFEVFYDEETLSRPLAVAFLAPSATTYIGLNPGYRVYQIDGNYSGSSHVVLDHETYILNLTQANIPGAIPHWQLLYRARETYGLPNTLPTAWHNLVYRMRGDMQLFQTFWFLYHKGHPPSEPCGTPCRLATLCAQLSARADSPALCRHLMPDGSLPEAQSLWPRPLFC
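Human placenta-derived ASM preincubated with compound 10 min at room temperature, then reacted with 9 uM (final) fluorogenic HMU-PC substrate for 60 min at 37 C. Stop solution raises pH to 10; fluorescence read at Ex 386/Em 447 nm.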
Mito fusion yeast: qHTS Assay for Small Molecule Inhibitors of Mitochondrial Division or Activators of Mitochondrial Fusion; S. cerevisiae fusion-defective mutant growth rescue, CellTiterGlo 48 h; Potency, µM (highest dose often 46.1 µM), for the others: at the highest dose growth rescue (activation), hits mostly activators; 320,000 compounds, 0.23% hits; AID 485298, 2010;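 also: potency is read from the fitted curve at half-maximal effect; % of control where 0% means no effect; nearly all actives have a fitted effect of over 45% in size; temperature-sensitive fusion mutants such as fzo1-1 at 37 °C on non-fermentable ethanol glycerol medium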
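Temperature-sensitive fusion-defective S. cerevisiae (e.g. fzo1-1, mgm1-5) were grown with compound in YPEG medium (3% ethanol, 3% glycerol) for 48 hours at 37C. Growth rescue was measured as viability by CellTiterGlo luminescence after 10 minutes at ambient.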
TCR activator: Activators of T cell receptors: qHTS campaign; primary human leukocytes, anti-CD3, IL-2 HTRF, 48 h; Potency, µM (doses to about 9.22 µM), for the others: top-dose activation of IL-2 secretion, most hits filed as activators; 330,000 tested, under 10 active; AID 504894, 2011; also: % of control where 0% means no effect
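TCR engagement came from a-CD3 beads alone, with compounds added to primary human leukocytes for 48 hr. Secreted IL-2 bridged europium cryptate- and d2-labelled anti-IL-2 antibodies, giving FRET emission at 665nm after 320nm excitation.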
TSHR antag: Antagonists of the Thyroid Stimulating Hormone Receptor: HTS campaign; TSHR-expressing cells, TSH-stimulated cAMP HTRF, 2 h; stronger effect = lower value; 330,000 compounds, 0.2% hits; Thyrotropin receptor (Homo sapiens), P16473; AID 504810, 2011; activity change, negative = inhibition, % at 11.5 µM;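 active = activity change below a set negative limit, meaning inhibition stronger than a set level, cut at about -70% in these data; inconclusive = activity change between two set negative limits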; also: % is scaled to controls: 0 for no effect and ±100 for the full control effect
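Freshly harvested TSHR cells receive pin-tooled compound, then EC80 TSH at 4nM final. After 2 hours at 37 deg C, antibody in lysis buffer and cAMP-d2 are added; 30 minutes at ambient temperature precede the HTRF read.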
An asterisk follows results filed as active; [ ] = dose if it differs, or a comment. Unless noted, calls follow the shape of the dose curve; as a rule, active = well fitted curve in the direction sought with a large enough effect; inconclusive = small, poorly fitted or top-dose-only effect, or another doubt; inactive = no such curve, though single readings can be large; an effect the other way counts as inactive or inconclusive.

For Cc1ccc2c(c1)sc(-c1ccc(N(C)C)cc1)[n+]2C the results were MBNL1 CUG block inconclusive, a7 integrin act -59.2%[inhibitor], AT treatment -5.4%, Menin MLL FP TR inconclusive, TSG101-PTAP inh 1.2%, CXXC DNA block 29.9%, S-ASM inh 57.2%[activator], Mito fusion yeast -41.8%[inhibitor], TCR activator -1.6% and TSHR antag -15.2.
For O=C(/C=C/c1ccc(Cl)cc1)OCC(=O)c1ccc[nH]1 the results were a7 integrin act -3.2%, AT treatment -11.4%, TSG101-PTAP inh 0.4%, S-ASM inh 6.4%, Mito fusion yeast 0.4%, TCR activator -8.2% and TSHR antag -8.6.
Screening O=C(C[n+]1ccc(-c2nnc3n2CCC3)cc1)c1ccc(Cl)c(Cl)c1 returned MBNL1 CUG block inconclusive, a7 integrin act 31.4%, AT treatment 3.1%, Menin MLL FP TR -18.5%, TSG101-PTAP inh -0.6%, CXXC DNA block 14.4%, S-ASM inh 2.2%, Mito fusion yeast -5.8%, TCR activator -2.5%[46.1 µM] and TSHR antag 8.2.
`O=C(c1ccco1)N1CCN(C(=O)c2ccc(COc3ccc(Cl)cc3Cl)o2)CC1` gave a7 integrin act -38.4%, TSG101-PTAP inh -12.9%, S-ASM inh -12.5% and TCR activator 5.4%.
For CCn1cc(C(=O)N2CCN(c3ccc(OC)cc3)CC2)c(=O)c2cc(S(=O)(=O)N3CCOCC3)ccc21 the results were MBNL1 CUG block -5.2%, a7 integrin act -23.7%, AT treatment 5.8%, Menin MLL FP TR 9.1%, TSG101-PTAP inh -2.4%, CXXC DNA block -7.3%, S-ASM inh -3.3%, Mito fusion yeast -5.6%, TCR activator 4.1% and TSHR antag -7.9.
COc1cccc(NC(=O)CN(C)C(=O)c2cc(S(=O)(=O)N3CCCCC3)ccc2Cl)c1 was read as a7 integrin act -0.2%, AT treatment 4.0%, TSG101-PTAP inh -4.0%, S-ASM inh 2.9%, Mito fusion yeast -3.3%, TCR activator -1.2% and TSHR antag 2.2.
Cc1cc(C(=O)N2CCN(c3ncccn3)CC2)nn1C was read as MBNL1 CUG block -7.7%, a7 integrin act 18.5%, AT treatment -0.6%, TSG101-PTAP inh -4.1%, CXXC DNA block 10.2%, S-ASM inh -0.3%, Mito fusion yeast 0.1%, TCR activator 10.2% and TSHR antag 2.0.
CCOc1ccc2nc(-c3ccccc3)[nH]c2c1 was read as MBNL1 CUG block -3.9%, a7 integrin act 1.7%, AT treatment -1.3%, Menin MLL FP TR 23.8%, TSG101-PTAP inh 4.1%, CXXC DNA block -2.6%, S-ASM inh -1.9%, Mito fusion yeast -13.1%, TCR activator 0.0% and TSHR antag -6.7.
C[C@H](NC(=O)OCc1ccccc1)C(=O)N[C@@H](Cc1c[nH]c2ccccc12)C(=O)O was read as a7 integrin act 13.9%, AT treatment 3.4%, TSG101-PTAP inh -1.2%, S-ASM inh 2.0%, Mito fusion yeast -4.9%, TCR activator 0.4% and TSHR antag -2.0.
For Cc1cn2c(-c3ccncc3)nnc2s1 the results were MBNL1 CUG block 5.4%, a7 integrin act 38.6%, AT treatment -0.3%, Menin MLL FP TR 4.3%, TSG101-PTAP inh -5.6%, CXXC DNA block 1.7%, S-ASM inh 1.0%, Mito fusion yeast -3.0%, TCR activator 5.6% and TSHR antag 4.6.
For N#Cc1cccc2c1-c1ccccc1/C2=N/NC(N)=O the results were MBNL1 CUG block inconclusive, a7 integrin act -24.8%, AT treatment -18.2%, Menin MLL FP TR 26.0%, TSG101-PTAP inh -1.7%, CXXC DNA block 2.5%, S-ASM inh -9.2%, Mito fusion yeast 10.7%, TCR activator 8.6% and TSHR antag -1.1.
Screening CCOC(=O)N1CCN(C(=O)CNC(=O)c2ccc(Cl)cc2Cl)CC1 returned a7 integrin act 33.3%, AT treatment -11.4%, TSG101-PTAP inh -3.0%, S-ASM inh 1.3%, Mito fusion yeast 0.7%, TCR activator 8.6% and TSHR antag -2.7.
Screening O=C(O)c1ccc(C(=O)Nc2cccc3ccccc23)c(C(=O)O)c1 returned MBNL1 CUG block 15.2%, a7 integrin act 10.8%, AT treatment 5.1%, Menin MLL FP TR -28.9%, TSG101-PTAP inh -17.6%, CXXC DNA block -0.9%, S-ASM inh 5.4%, Mito fusion yeast 0.4% and TSHR antag -12.4.
CC(=O)N1CCOc2ccc(S(=O)(=O)NCC3CCC(C(=O)Nc4ccc(C)cn4)CC3)cc21 (stereo not drawn) was read as MBNL1 CUG block -6.2%, a7 integrin act -36.6%, AT treatment 9.1%, TSG101-PTAP inh -3.8%, CXXC DNA block -6.5%, S-ASM inh 0.0%, Mito fusion yeast 1.2%, TCR activator -3.1% and TSHR antag -18.1.
For CCN(CC)S(=O)(=O)c1ccc(N2CCOCC2)c(NC(=O)c2ccc3c(c2)OCCO3)c1 the results were a7 integrin act -23.3%, AT treatment -13.3%, TSG101-PTAP inh -7.4%, S-ASM inh -0.4%, Mito fusion yeast -2.9%, TCR activator -6.5% and TSHR antag -8.2.
For Cc1ccsc1C(=CCCN1CCC[C@@H](C(=O)O)C1)c1sccc1C the results were Menin MLL FP TR -7.2%, TSG101-PTAP inh -0.6%, CXXC DNA block 1.4%, S-ASM inh 0.4% and TCR activator -9.7%.
`CCCN1CCC(=O)N(CCSc2ccc(NC(C)=O)cc2)CC1` gave MBNL1 CUG block -5.5%, a7 integrin act -24.1%, AT treatment 41.9%, Menin MLL FP TR -13.2%, TSG101-PTAP inh 1.9%, CXXC DNA block -1.8%, S-ASM inh 3.4%, Mito fusion yeast -2.9%, TCR activator 12.4% and TSHR antag 22.7.
CCOc1cc(/C=C2\C(=N)N3N=CSC3=NC2=O)ccc1OS(=O)(=O)c1ccccc1 was read as MBNL1 CUG block -3.7%, a7 integrin act 3.8%, AT treatment 1.1%, Menin MLL FP TR inconclusive, TSG101-PTAP inh -3.0%, CXXC DNA block inconclusive, S-ASM inh -2.8%, Mito fusion yeast 0.6% and TSHR antag -12.6.
CSc1nc(-c2ccccc2)nn1C(=O)c1ccco1 was read as MBNL1 CUG block 2.0%, a7 integrin act 1.2%, AT treatment -2.7%, Menin MLL FP TR 22.4%, TSG101-PTAP inh -2.9%, CXXC DNA block 17.0%, S-ASM inh -0.1%, Mito fusion yeast -4.0%, TCR activator -1.1%[46.1 µM] and TSHR antag -1.6.
`CN(C)Cc1ccccc1Sc1ccc(Br)cc1` gave MBNL1 CUG block -21.0%, a7 integrin act 1.6%, AT treatment 24.3%, Menin MLL FP TR -5.7%, TSG101-PTAP inh 0.6%, CXXC DNA block 7.0%, S-ASM inh 2.3%, Mito fusion yeast 0.3%, TCR activator -5.4%[46.1 µM] and TSHR antag -5.3.
CN1C(=O)C2(C(C#N)=C(N)N(c3cc(Cl)cc(Cl)c3)C3=C2C(=O)CCC3)c2ccccc21 (stereo not drawn) was read as MBNL1 CUG block -4.0%, a7 integrin act -43.0%, AT treatment 0.0%, TSG101-PTAP inh -7.5%, CXXC DNA block 6.8%, S-ASM inh 0.1%, Mito fusion yeast 1.7%, TCR activator -1.9% and TSHR antag 3.9.
`Cc1cccc(N2C(=O)C3CCC(c4ccccc4)CC3C2=O)c1` (stereo not drawn) gave MBNL1 CUG block -2.9%, a7 integrin act 9.3%, AT treatment 6.6%, Menin MLL FP TR 7.5%, TSG101-PTAP inh 0.1%, CXXC DNA block 11.2%, S-ASM inh -1.0%, Mito fusion yeast 20.1%, TCR activator 3.8%[46.1 µM] and TSHR antag -4.4.

An excerpt; rates above refer to the full screens.
